Chronic BCR inh: chronic active BCR signaling inhibition; ABC-DLBCL IkBa-CBG/CBR reporter, luminescence ratio, 4 h; 340,000 compounds, 0.05% hits; AID 493014; Potency, µM (series often up to 46.1 µM), without a hit: at the highest dose ratio change, negative = lower green/red ratio, usual class: inhibitors; active = well fitted inhibition curve with a large enough effect in the signal ratio, with a control signal flat, not every such curve was filed as active; inconclusive = small, poorly fitted or top-dose-only effect, or effect the other way, or a change in a side signal; the % refers to the signal ratio;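 also: potency is read from the fitted curve at half-maximal effect; plate controls were basal doxycycline-induced cells for no effect and cells given 10 µM MG132 for full effect; MG132 reads +100%, hits lower the ratio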
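TMD8 ABC-DLBCL cells carrying doxycycline-inducible green luciferase fused to IkappaBalpha plus unfused red luciferase were exposed to compounds (up to 46 uM) for 4 hrs at 37C. Activity came from the overlap-corrected green/red luminescence ratio.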
Eya2 inh: blocks the phosphatase activity of human Eya2 | Potency, µM (highest dose often 76.9 µM), inactives show at the highest dose activity, negative = inhibition, most hits filed as inhibitors | AID 488837 | O00167 | 330,000 compounds, 0.006% hits | recombinant Eya2, OMFP fluorescence dephosphorylation (OMFP is methylfluorescein phosphate); also: potency is read from the fitted curve at half-maximal effect; % is scaled to controls: 0 for no effect and ±100 for the full control effect
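Eya2 (0.2 uM) preincubated 10 min at ambient with compound, then OMFP substrate added at 50 uM; 10 min reaction in 50 mM HEPES pH 7.5, 50 mM NaCl, 5 uM MgCl2, 0.05% BSA, 1 mM DTT. Fluorescence read at Ex 485/Em 525 nm.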
GALK inhibitor: galactokinase (human) inhibition. 270,000 compounds, 0.007% hits. Purified GALK, Kinase-Glo residual ATP luminescence. Potency, µM (series often up to 57.5 µM), for the others: top-dose activity change, negative = inhibition, usual class: inhibitors. AID 1868. P51570; also: potency is read from the fitted curve at half-maximal effect; % is scaled to controls: 0 for no effect and ±100 for the full control effect
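Galactose (100 uM) and ATP (35 uM) were turned over by 5 nM GALK for 1 h at RT. Kinase-Glo Plus then converted the remaining ATP into a luminescent signal.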
hERG WT inh: KCNH2 (human, wildtype) channel inhibition. U2OS, BacMam KCNH2, thallium flux FluxOr; stronger effect = lower value. activity change, % at 1.84 µM. 340,000 compounds, 0.37% hits;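 active = maximum activity change below -70%; inconclusive = maximum activity change between -70% and -50%; inactive = maximum activity change above -50%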; also: % is scaled to controls: 0 for no effect and ±100 for the full control effect
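U2OS cells were transduced with wild-type KCNH2 virus (2.03 x 10^8 / mL) for 4 h at room temperature, then cultured overnight at 37 C. Thallium flux was read with FluxOr dye. Rate constants were normalized to DMSO controls.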
USP2a inh: inhibitors of human ubiquitin-specific protease USP2a; Potency, µM (highest dose often 38.3 µM), without a hit: top-dose activity change, negative = inhibition, usual class: inhibitors; 330,000 compounds, 0.01% hits; USP2 core, Ub-CHOP2 coupled fluorogenic reporter, 485/531; O75604;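 also: potency is read from the fitted curve at half-maximal effect; plate controls were DMSO wells for no effect and full inhibition by NEM control for full effect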
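Cell-free coupled assay: 10nM USP2 core preincubated 30min RT with compound in Tris-HCl pH 8.0/CaCl2/CHAPS buffer, then 25nM Ub-CHOP2 and 25nM reporter substrate; fluorescence (Ex 485/Em 531) read after 60min RT, normalized to NEM inhibition, concentration-response curves fitted.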
Menin-MLL TR inh: displaces Texas Red mutant MLL peptide from human menin | Menin + Texas Red MLL mutant peptide, fluorescence polarization | 270,000 compounds, 0.23% hits | O00255 | Potency, µM (highest dose often 61.6 µM), for inactives: at the highest dose FP activity change, negative = inhibition, actives largely listed as inhibitors; active = well fitted inhibition curve with a large enough effect in the polarisation, with a control signal flat, not every such curve was filed as active; inconclusive = small, poorly fitted or top-dose-only effect, or effect the other way, or a change in a side signal; inactive = no such curve, though single readings can be large or run the other way; the % refers to the polarisation; also: potency is read from the fitted curve at half-maximal effect; % of control where 0% means no effect; many of its hits are not listed in these tables
PKM2 act: activators of human pyruvate kinase M2. P14618. AID 1631. purified PKM2, Kinase-Glo ATP luminescence, activation; response scale: 0% is enzyme alone, no compound. 260,000 compounds, 0.34% hits. Potency, µM (highest dose often 57.5 µM), for inactives: top-dose activation, actives largely listed as activators; also: potency is read from the fitted curve at half-maximal effect; % is scaled to controls: 0 for no effect and ±100 for the full control effect; nearly all actives have a fitted effect of over 55% in size
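Kinase-Glo luminescence reports ATP generated from ADP (0.1 mM) and PEP (0.5 mM) by purified hPK-M2 after 1 h at room temperature, pH 7.2 imidazole buffer; intermediate enzyme activity allows detecting inhibitors and activators.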
Mito fusion yeast: blocks mitochondrial division or promotes mitochondrial fusion | S. cerevisiae fusion-defective mutant growth rescue, CellTiterGlo 48 h | Potency, µM (doses to about 46.1 µM), without a hit: at the top dose growth rescue (activation), actives largely listed as activators | 320,000 compounds, 0.23% hits | AID 485298;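 also: potency is read from the fitted curve at half-maximal effect; % of control where 0% means no effect; nearly all actives have a fitted effect of over 45% in size; temperature-sensitive fusion mutants such as fzo1-1 at 37 °C on non-fermentable ethanol glycerol medium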
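Temperature-sensitive fusion-defective S. cerevisiae (e.g. fzo1-1, mgm1-5) were grown with compound in YPEG medium (3% ethanol, 3% glycerol) for 48 hours at 37C. Growth rescue was measured as viability by CellTiterGlo luminescence after 10 minutes at ambient.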
ASM inhibitor: blocks human secretory acid sphingomyelinase. placental ASM, HMU-PC fluorogenic substrate, 60 min. P17405. 340,000 compounds, 0.006% hits. Potency, µM (top dose mostly 57.5 µM), inactives show at the highest dose activity change, negative = inhibition, most hits filed as inhibitors; also: potency is read from the fitted curve at half-maximal effect
Target sequence (P17405 47-631 limits assumed): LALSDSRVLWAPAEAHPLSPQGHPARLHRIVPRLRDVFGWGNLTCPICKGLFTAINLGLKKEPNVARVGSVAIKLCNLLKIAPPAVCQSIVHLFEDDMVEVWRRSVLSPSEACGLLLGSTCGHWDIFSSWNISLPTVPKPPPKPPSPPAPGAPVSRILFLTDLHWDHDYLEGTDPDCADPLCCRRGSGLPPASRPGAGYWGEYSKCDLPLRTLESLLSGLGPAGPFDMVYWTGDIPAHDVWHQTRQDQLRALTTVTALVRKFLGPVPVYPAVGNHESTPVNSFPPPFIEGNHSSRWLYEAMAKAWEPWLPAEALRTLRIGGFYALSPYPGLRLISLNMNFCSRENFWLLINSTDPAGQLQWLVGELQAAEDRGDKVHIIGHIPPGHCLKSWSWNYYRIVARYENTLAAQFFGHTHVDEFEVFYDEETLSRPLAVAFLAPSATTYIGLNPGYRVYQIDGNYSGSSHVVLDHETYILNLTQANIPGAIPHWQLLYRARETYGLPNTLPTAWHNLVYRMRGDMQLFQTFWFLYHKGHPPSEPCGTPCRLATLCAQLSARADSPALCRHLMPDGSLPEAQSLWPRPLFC
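Human placenta-derived ASM enzyme was preincubated with compound for 10 minutes at room temperature, then given fluorogenic substrate HMU-PC0 (9 uM final) for 60 minutes at 37 °C; a pH 10 stop preceded fluorescence reading at Ex 386/Em 447 nm.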
TSHR antagonist: blocks TSH signaling through the human TSH receptor | activity change, negative = inhibition, % at 11.5 µM | 330,000 compounds, 0.2% hits | TSHR-expressing cells, TSH-stimulated cAMP HTRF, 2 h; stronger effect = lower value;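 active = activity change below a set negative limit, meaning inhibition stronger than a set level, cut at about -70% in these data; inconclusive = activity change between two set negative limits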; also: % is scaled to controls: 0 for no effect and ±100 for the full control effect
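Competitive HTRF cAMP read-out (cryptate anti-cAMP antibody, cAMP-d2; 30 min, room temperature) in freshly harvested TSHR cells. Compounds added before TSH at EC80 (4nM final), followed by 2 hours' incubation at 37 deg C.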
MBNL1-CUG inh: blocks human MBNL1 binding to CUG repeat RNA | AID 2675 | Potency, µM (top dose mostly 57.5 µM), for inactives: at the highest dose activity change, negative = inhibition, most hits filed as inhibitors | 280,000 compounds, 0.036% hits | TR-FRET MBNL1-His/biotin-(CUG)12 binding, 665/545 ratio; active = well fitted inhibition curve with a large enough effect in the signal ratio, with a control signal flat, not every such curve was filed as active; inconclusive = small, poorly fitted or top-dose-only effect, or effect the other way, or a change in a side signal; inactive = no such curve, though single readings can be large or run the other way; the % refers to the signal ratio; also: potency is read from the fitted curve at half-maximal effect; % is scaled to controls: 0 for no effect and ±100 for the full control effect
Target sequence (Q9NR56 whole entry, looked up): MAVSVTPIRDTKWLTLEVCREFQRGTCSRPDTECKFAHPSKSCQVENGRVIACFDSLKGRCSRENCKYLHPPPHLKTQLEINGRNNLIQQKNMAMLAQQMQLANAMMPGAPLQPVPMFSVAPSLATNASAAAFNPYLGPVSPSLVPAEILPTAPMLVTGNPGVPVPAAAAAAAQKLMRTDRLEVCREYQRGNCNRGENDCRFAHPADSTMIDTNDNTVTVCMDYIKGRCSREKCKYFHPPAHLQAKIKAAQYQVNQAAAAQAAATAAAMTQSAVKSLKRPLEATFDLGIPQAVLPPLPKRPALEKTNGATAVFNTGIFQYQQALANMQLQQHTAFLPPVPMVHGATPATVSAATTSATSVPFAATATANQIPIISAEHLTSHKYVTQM
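TR-FRET readout: Ex 340 nm, 665/545 nm emission ratio, normalized to buffer-only (basal) and MBNL1-(CUG)12 controls. Complex of MBNL1-His with Biotin-(CUG)12, compounds 92 nM–58 uM, incubated 60 min at room temperature.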
* hit, by the source's call. Unless noted, calls follow the shape of the dose curve; as a rule, active = well fitted curve in the direction sought with a large enough effect; inconclusive = small, poorly fitted or top-dose-only effect, or another doubt; inactive = no such curve, though single readings can be large; an effect the other way counts as inactive or inconclusive.

For COc1ccc(C2=NN(C(=O)CN3CCCCC3)C(c3ccc(C)cc3)C2)cc1 (stereo unspecified) the results were Chronic BCR inh -6%, Eya2 inh -6%, GALK inhibitor 1%, hERG WT inh 5, USP2a inh -1%, Menin-MLL TR inh inconclusive, PKM2 act -3%, Mito fusion yeast -4%, ASM inhibitor -2%, TSHR antagonist -10 and MBNL1-CUG inh 2%.
For C=CCNc1nc(Cl)ncc1F the results were Chronic BCR inh 5%, Eya2 inh 2%, GALK inhibitor -1%, hERG WT inh 24, USP2a inh 0%, Menin-MLL TR inh 7%, PKM2 act -7%, Mito fusion yeast -6%, ASM inhibitor 5%, TSHR antagonist -4 and MBNL1-CUG inh -3%.
For CC(C)(C)N(Cc1ccccc1)C(=O)CSc1nnc(CNc2ccc(F)cc2)o1 the results were GALK inhibitor 1%, hERG WT inh -15, Menin-MLL TR inh -23%, PKM2 act 3%, Mito fusion yeast 30%, ASM inhibitor -10% and MBNL1-CUG inh -7%.
COC(=O)c1sc(NC(=O)Cc2cccs2)nc1C was read as Chronic BCR inh inconclusive, Eya2 inh 5%, GALK inhibitor 1%, hERG WT inh -2, USP2a inh 0%, Menin-MLL TR inh 11%, PKM2 act 4%, Mito fusion yeast 2%, ASM inhibitor 1%, TSHR antagonist -3 and MBNL1-CUG inh -3%.
COc1cc(S(=O)(=O)Nc2ccc(Br)cc2)ccc1N was read as Chronic BCR inh -7%, Eya2 inh 2%, GALK inhibitor 1%, hERG WT inh -6, USP2a inh -6%, Menin-MLL TR inh 15%, PKM2 act -8%, Mito fusion yeast -9%, ASM inhibitor 0%, TSHR antagonist 6 and MBNL1-CUG inh 9%.
For Cc1ccc(-n2c(Cc3cccs3)nnc2SCC(=O)OC(C)C)cc1 the results were Chronic BCR inh inconclusive, Eya2 inh -5%, GALK inhibitor 5%, hERG WT inh -16, USP2a inh 4%, Menin-MLL TR inh -16%, PKM2 act 2%, Mito fusion yeast 11%, ASM inhibitor -2%, TSHR antagonist 1 and MBNL1-CUG inh -6%.
COC(=O)c1sccc1NC(=O)CSc1ccccc1N was read as Chronic BCR inh -2%, Eya2 inh -10%, GALK inhibitor 0%, hERG WT inh 39, USP2a inh 1%, Menin-MLL TR inh -3%, PKM2 act 5%, Mito fusion yeast 13%, ASM inhibitor -3%, TSHR antagonist -9 and MBNL1-CUG inh 0%.
`CCOC(=O)N1CCC2(CC1)C(C#N)=C(N)OC1=C2C(=O)CC(C)C1` (stereo unspecified) gave Chronic BCR inh 1%, Eya2 inh 2%, GALK inhibitor -1%, hERG WT inh -1, USP2a inh -2%, Menin-MLL TR inh 1%, PKM2 act 2%, Mito fusion yeast 5%, ASM inhibitor 4%, TSHR antagonist 1 and MBNL1-CUG inh -4%.
CCOc1ccc(C(=O)NCC(=O)OCc2c(C)noc2C)cc1OCC was read as Chronic BCR inh -3%, Eya2 inh 6%, GALK inhibitor 12%, hERG WT inh -7, USP2a inh 1%, Menin-MLL TR inh 7%, PKM2 act -4%, Mito fusion yeast 4%, ASM inhibitor 2%, TSHR antagonist 6 and MBNL1-CUG inh -2%.
Screening COc1ccc(CCNC(=O)c2c(C)nc3ccccn23)cc1OC returned Chronic BCR inh 0%, Eya2 inh 10%, GALK inhibitor 5%, hERG WT inh 0, USP2a inh 1%, Menin-MLL TR inh -13%, PKM2 act -6%, Mito fusion yeast 8%, ASM inhibitor 0%, TSHR antagonist 10 and MBNL1-CUG inh 2%.
`CCOP(=O)(OCC)C(NC(=O)Nc1ccccc1)C(N)=O` (stereo unspecified) gave Chronic BCR inh 7%, Eya2 inh 9%, GALK inhibitor 3%, hERG WT inh 7, USP2a inh 1%, Menin-MLL TR inh -7%, PKM2 act -1%, Mito fusion yeast -7%, ASM inhibitor 3%, TSHR antagonist -1 and MBNL1-CUG inh 1%.
COc1ccc2c(c1OC)C(=O)N1C2SC(C)(C)[C@H]1C(=O)NC(C)C (stereo partly specified) was read as Chronic BCR inh inconclusive, Eya2 inh 6%, GALK inhibitor -3%, hERG WT inh 7, USP2a inh 8%, Menin-MLL TR inh 4%, Mito fusion yeast -3%, ASM inhibitor 5%, TSHR antagonist 20 and MBNL1-CUG inh -2%.
Screening CCN(CC)CC(O)COc1ccc2c(c1)OCO2 (stereo unspecified) returned Chronic BCR inh -5%, Eya2 inh -13%, GALK inhibitor 0%, hERG WT inh -10, USP2a inh 2%, Menin-MLL TR inh -17%, PKM2 act 2%, Mito fusion yeast -1%, ASM inhibitor 7%, TSHR antagonist 5 and MBNL1-CUG inh -3%.
For CCC(C)N1CC(=O)N2C(c3ccc(OC)cc3OC)c3[nH]c4ccccc4c3C[C@H]2C1=O (stereo partly specified) the results were Chronic BCR inh inconclusive, Eya2 inh -4%, GALK inhibitor -1%, hERG WT inh -8, USP2a inh -2%, Menin-MLL TR inh 17%, Mito fusion yeast 0%, ASM inhibitor -8%, TSHR antagonist -7 and MBNL1-CUG inh -4%.
O=C(Nc1ccc(S(=O)(=O)N2CCc3ccccc3C2)cc1)C1CCCO1 (stereo unspecified) was read as GALK inhibitor 1%, hERG WT inh -14, Menin-MLL TR inh inconclusive, PKM2 act 9%, Mito fusion yeast 1%, ASM inhibitor -4% and MBNL1-CUG inh 5%.
For O=C(NCCOc1ccc(Cl)cc1)c1ccco1 the results were Chronic BCR inh inconclusive, Eya2 inh -12%, GALK inhibitor 5%, hERG WT inh 5, USP2a inh -1%, Menin-MLL TR inh 1%, Mito fusion yeast -8%, ASM inhibitor -8%, TSHR antagonist 7 and MBNL1-CUG inh -4%.
COC(=O)c1ccc(NC(=O)[C@H](C)NC(N)=O)cc1 was read as Chronic BCR inh 0%, Eya2 inh 12%, GALK inhibitor 5%, hERG WT inh 7, USP2a inh 0%, PKM2 act -4%, Mito fusion yeast 1%, ASM inhibitor 2%, TSHR antagonist 1 and MBNL1-CUG inh 9%.
For O=C(C1CCC(C(=O)N2CCc3ccccc32)CC1)N1CCc2ccccc21 (stereo unspecified) the results were Chronic BCR inh 4%, Eya2 inh 13%, GALK inhibitor 3%, hERG WT inh -3, USP2a inh 2%, Menin-MLL TR inh -11%, PKM2 act -3%, Mito fusion yeast -5%, ASM inhibitor 1%, TSHR antagonist -7 and MBNL1-CUG inh -2%.
For CN(CC(N)=O)S(=O)(=O)c1ccc(F)cc1 the results were Chronic BCR inh -2%, Eya2 inh 6%, GALK inhibitor 1%, hERG WT inh -10, USP2a inh 0%, Menin-MLL TR inh -2%, PKM2 act -1%, Mito fusion yeast 3%, ASM inhibitor 1%, TSHR antagonist 8 and MBNL1-CUG inh -1%.
`Cc1ccc(S(=O)(=O)CC(=O)c2ccccc2)cc1` gave Chronic BCR inh inconclusive, Eya2 inh -1%, GALK inhibitor 2%, hERG WT inh 1, USP2a inh 3%, Menin-MLL TR inh 12%, PKM2 act 2%, Mito fusion yeast 1%, ASM inhibitor 1%, TSHR antagonist 25 and MBNL1-CUG inh -2%.
Screening CCCCC(=O)NC1(C(F)(F)F)C(=O)Nc2c1c(=O)[nH]c(=O)n2Cc1ccco1 (stereo unspecified) returned Chronic BCR inh inconclusive, Eya2 inh 2%, GALK inhibitor 1%, hERG WT inh 10, USP2a inh 1%, Menin-MLL TR inh -3%, PKM2 act 2%, Mito fusion yeast 2%, ASM inhibitor 7%, TSHR antagonist -8 and MBNL1-CUG inh -4%.
Screening Cc1cc(/C=C(/C#N)c2nc3ccccc3[nH]2)c(C)n1-c1cc(C(=O)O)cc(C(=O)O)c1 returned Chronic BCR inh 1%, Eya2 inh 3%, GALK inhibitor 11%, hERG WT inh inactive, USP2a inh 5%, Menin-MLL TR inh inconclusive, PKM2 act 0%, Mito fusion yeast 1%, ASM inhibitor 28%, TSHR antagonist -5 and MBNL1-CUG inh inconclusive.
CCC(CC)c1nnc(NC(=O)C2CCN(C(=O)c3ccco3)CC2)s1 was read as Chronic BCR inh -1%, Eya2 inh 2%, GALK inhibitor 6%, hERG WT inh -15, USP2a inh 0%, Menin-MLL TR inh -19%, PKM2 act -8%, Mito fusion yeast 6%, ASM inhibitor 3%, TSHR antagonist 1 and MBNL1-CUG inh -6%.
For CCC(C(=O)Nc1cc(OC)c(NC(=O)c2ccccc2)cc1OC)c1ccccc1 (stereo unspecified) the results were Chronic BCR inh 8%, Eya2 inh 1%, GALK inhibitor -1%, hERG WT inh 2, USP2a inh 5%, Menin-MLL TR inh -1%, PKM2 act -5%, Mito fusion yeast 1%, ASM inhibitor -11%, TSHR antagonist 6 and MBNL1-CUG inh 2%.

These rows are one share of the data. The share of hits here may be higher or lower than overall.
